Assay outcomes (PubChem BioAssay)
MEKK2 WT-MEK5 – modulators of MEK5 binding to wildtype MEKK2, primary screen, biochemical, multiplex bead flow cytometry, Alexa488-MEK5 | Mitogen-activated protein kinase kinase kinase 2 (Homo sapiens), Q9Y2U5 | Alexa488-MEK5 binding to MEKK2 WT; actives lie on both sides | binding response (% of control), % at 10 µM | actives 1.1% (n = 290,000); in the data active = binding response below about 67% or above about 130%
PfM18AAP inh – PfM18AAP inhibitors, malaria aminopeptidase, primary screen, biochemical, QFRET, recombinant enzyme. H-Glu-NHMec fluorogenic cleavage. inhibition, % at 7.35 µM. actives 1.2% (n = 290,000). AID 1822, 2009;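 active = inhibition above the campaign mean inhibition over all tested compounds plus 3 SD, cut at about 28% in these data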;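 also: 0% = plate median of test compound wells and 100% = 2 mM ZnCl2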
MEKK2mut PB1 HTS – MEK5 binding signal on mutant MEKK2 PB1, primary screen, biochemical, multiplex bead flow cytometry, Alexa488-MEK5. Alexa488-MEK5 binding to MEKK2 mutant. percent response, % at 10 µM. actives 0.35% (n = 290,000). AID 1530, 2009; in the data active = percent response above about 24%, passing the limit was not always enough; also: inactives centre near 1; some results filed as inactive read as strong as hits
OXTR potentiate – human OXTR potentiators, primary screen, fluorescence, CHO-OTR cells, Fluo-8 calcium | activation, % at 3 µM | Fluo-8 calcium fluorescence, potentiator mode; 0% = oxytocin EC15, 100% = EC100 | AID 2445, 2010 | actives 0.061% (n = 320,000);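 active = activation above that plate's cutoff, the mean activation of tested compounds plus 3 SD, cut at about 6.6% in these data, passing the limit was not always enough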;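 also: 100% uses oxytocin at 75 nM as the full agonist control; some results filed as inactive read as strong as hits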
Target sequence (P30559 whole entry, looked up): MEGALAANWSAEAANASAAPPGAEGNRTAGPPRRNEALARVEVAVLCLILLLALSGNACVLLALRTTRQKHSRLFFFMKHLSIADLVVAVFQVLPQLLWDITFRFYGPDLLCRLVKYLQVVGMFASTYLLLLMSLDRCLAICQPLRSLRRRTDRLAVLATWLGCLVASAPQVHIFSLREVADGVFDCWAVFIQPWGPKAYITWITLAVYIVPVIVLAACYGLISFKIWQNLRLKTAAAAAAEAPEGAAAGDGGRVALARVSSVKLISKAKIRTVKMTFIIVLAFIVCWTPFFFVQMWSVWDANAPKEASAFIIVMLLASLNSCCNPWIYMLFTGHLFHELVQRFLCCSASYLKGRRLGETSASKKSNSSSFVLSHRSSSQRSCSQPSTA
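Replication – single well per compound, singlicate · Assay system – CHO cell line stably expressing human OTR · Timing – 6 min pre-incubation, 100 s read · Measure – normalized max/min fluorescence ratio, % activation · Doses – 3.0 µM, one dose · Detection – Fluo-8 calcium dye fluorescence · Probe or stimulus – oxytocin near EC15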
GalR3 antag – GalR3 antagonists in HEK293 cells, primary screen, cell-based, fluorescence readout. Galanin receptor type 3 (Homo sapiens), O60755. HEK293 GalR3-CNG cAMP membrane potential fluorescence; galR3 body fused to GalR1 C-terminus. inhibition, % at 3 µM. actives 0.44% (n = 360,000);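 active = inhibition above the screen-wide average plus 3 SD, cut at about 13% in these data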;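 also: forskolin and galanin both at EC90 stimulate the cells; cAMP rise reported by CNG channel membrane potential dye signal; 0% = forskolin plus galanin with DMSO and 100% = forskolin alone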
Target sequence (O60755 1-299 limits assumed): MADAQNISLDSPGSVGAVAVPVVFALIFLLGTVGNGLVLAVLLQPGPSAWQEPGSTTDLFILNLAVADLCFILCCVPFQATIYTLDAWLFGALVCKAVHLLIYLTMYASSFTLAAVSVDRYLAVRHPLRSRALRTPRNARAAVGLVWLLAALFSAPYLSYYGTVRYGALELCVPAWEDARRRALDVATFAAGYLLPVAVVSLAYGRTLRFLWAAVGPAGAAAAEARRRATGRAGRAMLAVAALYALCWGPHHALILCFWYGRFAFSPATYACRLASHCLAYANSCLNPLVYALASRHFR
NALP1 yeast inh – NALP1 inflammasome inhibitors in reconstituted yeast, colorimetric, S. cerevisiae, triplicate retest | S. cerevisiae NALP1/ASC/caspase-1 growth, X-gal OD620, 72 h | inhibition, % at 10 µM | actives 0.61% (n = 280,000) | AID 2071, 2009; in the data active = inhibition mostly above about 24%, no sharp cut-off; inactive = mostly below about 32%; also: some compounds called inactive have numbers as strong as hits
V1R ag counter – agonists of human V1a receptor, primary screen, counter-screen for OXTR agonist project, fluorescence, CHO-V1R cells | Vasopressin V1a receptor (Homo sapiens), P37288 | Fluo-8 calcium fluorescence, agonist mode; 0% DMSO, 100% 3 nM vasopressin | activation, % at 3 µM | actives 0.25% (n = 320,000);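 active = activation above the mean activation of all tested compounds plus 3 SD, per screening run, cut at about 20% in these data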;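 also: signal is peak over basal fluorescence ratio across a 100 second FLIPR read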
GPR7 antag – GPR7 receptor antagonists, primary screen, cell-based, fluorescence, single concentration; Neuropeptides B/W receptor type 1 (Homo sapiens), P48145; GPR7-expressing cells, fluorescence antagonist assay; inhibition, % at 4.4 µM; actives 1.1% (n = 290,000); in the data active = inhibition above about 16%, passing the limit was not always enough;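 also: cells stimulated with the agonist NPW; 0% = agonist with vehicle and 100% = vehicle without agonist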
Target sequence (P48145 whole entry, looked up): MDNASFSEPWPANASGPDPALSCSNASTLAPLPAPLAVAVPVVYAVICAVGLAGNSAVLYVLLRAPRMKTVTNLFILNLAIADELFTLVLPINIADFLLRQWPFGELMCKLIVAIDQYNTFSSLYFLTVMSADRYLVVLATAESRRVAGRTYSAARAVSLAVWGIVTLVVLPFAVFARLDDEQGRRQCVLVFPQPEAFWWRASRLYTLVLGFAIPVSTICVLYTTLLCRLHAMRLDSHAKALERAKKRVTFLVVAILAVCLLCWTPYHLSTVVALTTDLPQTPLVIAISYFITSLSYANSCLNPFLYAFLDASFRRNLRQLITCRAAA
OXTR agonist – human OXTR agonists, primary screen, fluorescence, CHO-OTR cells, Fluo-8 calcium | Oxytocin receptor (Homo sapiens), P30559 | Fluo-8 calcium fluorescence; normalized: DMSO 0%, oxytocin 100% | activation, % at 3 µM | actives 0.32% (n = 320,000) | AID 2435, 2010;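 active = activation above the mean of all tested compounds plus 3 SD, cutoff set per screening run, cut at about 20% in these data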;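 also: peak over basal fluorescence ratio from a 100 s FLIPR kinetic read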
Starred values were filed as active, the others as inactive; . = no result given; & = joins results of further samples. Not a hit list, and some 4.1% of all compounds hit somewhere here.

SMILES	MEKK2 WT-MEK5	PfM18AAP inh	MEKK2mut PB1 HTS	OXTR potentiate	GalR3 antag	NALP1 yeast inh	V1R ag counter	GPR7 antag	OXTR agonist
CCC(C)c1ccccc1NC(=S)Nc1cccnc1 (stereo unspecified)	101	-11	-1	-12	-5	3	1.4	-2	0.1
Fc1ccccc1/C=N/Nc1nc2ccccc2o1	101	6	-2	-7	-10	26	-0.1	-3	0.5
COc1cc2c(cc1OC)CN(CC(=O)NC(=O)NC1CCCCC1)CC2	101	-1	-3	-2	0	-2	0.8	1	-0.3
COc1cccc(C(=O)Nc2ccccc2N2CCCC2)c1	92	-1	-6	8	5	0	-0.9	4	-1.4
CSc1sc(C(=O)N2CCCCC2)c(-c2cccs2)c1C#N	100	-2	1	-1	-6	8	-1.5	3	-2.8
CC(Oc1ccc(Cl)cc1Cl)c1nc(-c2ccccn2)no1 (stereo unspecified)	98	13	-2	-2	-4	5	-0.6	-13	-1.0
CC12C(=O)N(c3ccc(OC(=O)c4ccco4)cc3)C(=O)C1C1c3ccccc3C2c2ccccc21 (stereo unspecified)	95	-3	-2	-11	0	19	0.1	0	-0.2
COc1ccc(OC)c(/C=C2\SC(=S)N(NS(=O)(=O)c3ccccc3)C2=O)c1	106	-2	1	-5	-8	-11	-0.9	4	-2.0
COc1ccc(CCNC(=O)c2ccc(=O)[nH]c2)cc1OC	100	-4	-5	-3	-9	6	1.2	-10	0.7
Cc1cc(C)n(-c2nc(C)nc(N)n2)n1	111	-4	12	-4	-4	6	1.3	5	-0.1
CN(C(=O)c1cnc2n(c1=O)CCS2)C1CCCCC1	109	-16	6	-1	.	2	1.7	-8	0.8
COc1cc(OC)cc(C(=O)Nn2cc(C(=O)N3CCN(C)CC3)c3ccccc3c2=O)c1	123	10	8	-6	-3	4	-0.1	-15	-1.1
CC(C)C(=O)Nc1nnc(CCc2ccccc2)s1	98	4	4	-1	-8	10	0.7	-4	0.3
Cc1ccc(C)c(Nc2ccc3nonc3c2[N+](=O)[O-])c1	109	2	13	.	-8	0	.	-14	.
Cc1c(NC(=O)COc2cccc3c2OC(C)(C)C3)c(=O)n(-c2ccccc2)n1C	103	-7	-1	-3	-6	-13	0.4	-18	0.4
CN(C)CCCn1c(N)c(S(=O)(=O)c2ccccc2)c2nc3ccccc3nc21	98	-8	-3	-4	0	21	0.6	-4	4.2
COc1ccccc1CNC(=O)CCNS(=O)(=O)/C=C/c1ccc(C)cc1	.	.	.	-2	2	.	-0.1	.	-0.4
CCN(CC)c1ccc(CNc2ccc3c(c2)ncn3C(C)(C)C)cc1	135*	26	16	-14	-10	-6	-0.5	-9	-1.1
Cc1nc(SCC(=O)NC2CC2)c2c(C)c(C)sc2n1	105	-16	6	-6	-7	9	2.4	0	1.2
Cc1cccc(NC(=O)C2CC3CCC2C3)c1C (stereo unspecified)	.	.	.	4	4	.	-0.9	.	-1.5
CCCN(C(=O)CSc1nnc2ccccn12)C1CCS(=O)(=O)C1 (stereo unspecified)	.	.	.	2	-5	.	1.6	.	1.0
COC(=O)CCC(=O)NNC(=O)c1ccc(Cl)cc1Cl	97	5	0	-3	-5	-8	0.2	-13	-0.3
CCOC(=O)c1cc(C(=O)Nc2ccc(C)c(F)c2)nn1C	99	2	4	-2	-6	0	-0.6	-9	-1.3
COc1cc(C(=O)Nc2ccc(Nc3ccccc3)cc2)cc(OC)c1OC	102	3	2	-14	-10	0	-0.1	-2	-0.8
CCn1c(=S)sc2c(=O)n(CC(=O)Nc3ccc(OC)cc3)c(C)nc21	100	4	7	-14	-8	-1	0.2	3	-1.2
SMILES	MEKK2 WT-MEK5	PfM18AAP inh	MEKK2mut PB1 HTS	OXTR potentiate	GalR3 antag	NALP1 yeast inh	V1R ag counter	GPR7 antag	OXTR agonist
O=C(CCc1ccccc1)OCC(=O)c1ccc([N+](=O)[O-])cc1	107	46*	7	-13	-1	0	4.3	-10	-1.9
Cc1c(C(=O)N2CCN(c3ccccn3)CC2)oc2ccccc12	100	-1	-3	-3	-8	12	0.1	5	-2.0
COc1ccc(OC)c(NC(=O)C(=S)NC2CCCCC2)c1	95	-14	-4	-13	2	13	-0.4	-17	0.3
C[C@H](CO)N1C[C@H](C)[C@@H](CN(C)S(=O)(=O)c2ccccc2)Oc2ccc(NC(=O)CCN3CCOCC3)cc2C1=O	.	.	.	-3	-6	.	2.2	.	1.7
COc1cccc(C2/C(=C(/O)c3ccc4c(c3)CC(C)O4)C(=O)C(=O)N2c2nnc(C)s2)c1 (stereo unspecified)	106	-2	6	-7	-6	-12	-0.9	-11	-0.5
CC12CCC(=O)C=C1CCC1C2C(=O)CC2(C)C1CCC2(O)C(=O)CO (stereo unspecified)	103	-6	1	-12	-10	9	-1.1	-24	0.0
Cc1ccccc1-n1c(SCC(=O)N2CCCCC2)nc(O)cc1=O	95	-1	-3	.	3	-1	.	-8	.
O=C(O)c1ccccc1NC1CCCCC1NS(=O)(=O)c1ccccc1 (stereo unspecified)	98	-2	4	.	-4	22	.	-13	.
CCOC(=O)c1cc(NC(=O)N2CCCCC2)c(C)nc1C	107	-8	5	-3	-3	15	-0.1	-12	0.2
CCC1Oc2ccc(C)cc2N(CC(=O)N2CCOCC2)C1=O (stereo unspecified)	99	3	6	-2	-6	4	0.2	-2	0.4
C=CCNc1nc(-c2ccccc2)c(C(=O)OCC)cc1C#N	96	-8	3	-14	-3	5	-0.8	-7	-2.1
COC(=O)c1ccc(COC(=O)c2ccc(N(C)C)cc2)cc1	100	-8	3	-8	-5	23	-0.2	17	-1.9
O=C(CSc1ccc(-c2cccs2)nn1)NCCc1ccccc1	105	6	4	-2	-3	10	-0.1	-5	-1.7
CCN(CC(=O)Nc1cccc(OC)c1)CC(=O)Nc1cccc2ccccc12	.	.	.	-4	-3	.	1.1	.	0.1
O=C(/C=C/Sc1ccc(C(F)(F)F)cn1)c1ccccc1	93	3	-30	-3	-1	.	-0.5	-2	-0.1
O=c1oc2ccccc2c(N2CCCC2)c1CN1CCCC1	99	1	-1	-4	-3	1	0.1	-1	0.0
COc1ccc(NC(=O)c2nc3nccc(C)n3n2)cc1S(=O)(=O)N1CCOCC1	.	.	.	1	-5	.	0.7	.	1.1
Cc1ccc(COCCN2CCN(S(=O)(=O)c3ccc(C)cc3)CCC2=O)cc1	95	2	4	-5	-9	23	5.3	6	2.3
COc1ccc(S(=O)(=O)N2CCC(Nc3ccccc3Cl)CC2)cc1	94	-1	-1	.	-4	-3	.	-7	.
Cc1cc(F)c(F)c(C(=O)N2CCOCC2)c1	108	-7	5	-11	1	8	1.0	-8	-0.7
c1cnc(SCCOc2ccc3c(c2)CCC3)nc1	105	-5	0	-4	-4	-5	-1.2	-16	-1.0
Cc1[nH]c2ccccc2c1C(=O)C(=O)NCc1cccs1	83	-10	-45	-11	-3	15	1.8	12	0.4
Cc1occc1C(=O)N/N=C/c1ccc(-c2cccc([N+](=O)[O-])c2)o1	98	10	5	-10	-1	12	2.3	-2	0.8
COc1ccccc1NC(=O)N(Cc1ccco1)Cc1cc2cccc(C)c2[nH]c1=O	105	7	6	-7	-2	41	-0.4	-12	-1.9
CCC(C)Sc1ccc([C@H]2N[C@@](Cc3ccccc3)(C(=O)OC)[C@H]3C(=O)N(C)C(=O)[C@@H]23)cc1 (stereo partly specified)	.	.	.	-2	-6	.	1.0	.	0.0

Part of the list above in order of molecular weight, smallest number first.
SMILES	MEKK2 WT-MEK5	PfM18AAP inh	MEKK2mut PB1 HTS	OXTR potentiate	GalR3 antag	NALP1 yeast inh	V1R ag counter	GPR7 antag	OXTR agonist
C=CCNc1nc(-c2ccccc2)c(C(=O)OCC)cc1C#N	96	-8	3	-14	-3	5	-0.8	-7	-2.1
O=C(/C=C/Sc1ccc(C(F)(F)F)cn1)c1ccccc1	93	3	-30	-3	-1	.	-0.5	-2	-0.1
COC(=O)c1ccc(COC(=O)c2ccc(N(C)C)cc2)cc1	100	-8	3	-8	-5	23	-0.2	17	-1.9

Next section.
SMILES	MEKK2 WT-MEK5	PfM18AAP inh	MEKK2mut PB1 HTS	OXTR potentiate	GalR3 antag	NALP1 yeast inh	V1R ag counter	GPR7 antag	OXTR agonist
Cc1ccccc1OCC(=O)N1CCN(C(=O)COc2ccccc2C)CC1	99	5	0	1	-10	-1	3.1	-9	3.3
O=C(CN1C(=O)NC2(CCCC2)C1=O)OCCOc1cccc(Cl)c1	.	.	.	-5	0	.	1.8	.	0.4
C/C(=N\Nc1ccccn1)c1ccc(N2CCOCC2)cc1	87	3	-2	1	-7	-12	-0.1	15	0.5
Cc1cc(-c2c(C)[nH]n(-c3ccccc3)c2=O)n[nH]1	120	-5	18	-1	3	6	0.1	-8	0.8
CCCOC(=O)CN1C(=O)c2ccc(C(=O)OCCC)cc2C1=O	103	0	6	-2	1	-2	-0.4	4	-2.7
CC(C)NC(=O)C1(O)c2ccccc2NC(=O)N1c1ccc(Cl)c(Cl)c1 (stereo unspecified)	116	-5	5	-8	8	8	1.7	6	-0.3
Cc1cc(C)cc(-n2nc(C)cc2N)c1	106	4	7	-4	-6	13	-1.2	0	-1.4
Oc1ccc(C=Nc2ccccc2-c2nc3ccccc3[nH]2)cc1	95	6	11	1	-8	10	0.8	0	-1.0
COC(=O)N/N=C1\CCCc2c(C)cc(C)cc21	89	-5	-12	4	-4	-4	-0.8	-12	-0.8
COC(=O)c1cc(S(=O)(=O)Nc2cc(OC)cc(OC)c2)cn1C	99	5	-2	-2	0	22	3.2	-4	2.4
COc1cccc(/C=N/Nc2nc(Nc3ccccc3)nc(-n3nc(C)cc3C)n2)c1O	104	7	2	-21	-3	-9	21*	5	15
NS(=O)(=O)c1ccc(NC(=O)c2ccc(S(=O)(=O)N3CCCCCC3)cc2)cc1	.	.	.	-2	-4	.	0.3	.	1.7
COC(=O)c1cc(-c2ccc(OC)cc2)n[nH]1	99	-4	-2	-26	-8	18	-0.7	-5	-2.2
O=C(CNC(=O)c1ccc2c(c1)OCO2)NCCOc1ccc(Cl)cc1	.	.	.	-6	-4	.	-0.1	.	0.8
C=CCn1c(C)cc(C(=O)CSc2nc3ccccc3c(=O)[nH]2)c1C	97	16	0	-18	-5	.	8.8	-6	8.6
CC(C)(C)c1ccc(OCC(=O)O)cc1	99&95	8&1	3&-4	-12	-4	17&19	1.3	-12&-5	3.2
COc1ccc(CCNC(=O)C2CC(=O)N(C3CCCC3)C2)cc1OC (stereo unspecified)	94	6	-3	1	-11	43	-0.1	6	-0.4
Cc1ccc2nc(N3CCN(c4ccccc4)CC3)c(C=O)c(=O)n2c1	106	-4	2	2	-3	13	1.1	9	-0.8
Cc1[nH]c2ccccc2c(=O)c1C(=O)/C=C/c1ccccc1	119	7	23	-2	-4	.	0.3	-7	0.5
CC(=O)N1CCOc2ccc(S(=O)(=O)NCCc3ccccc3)cc21	110	-3	5	-11	-6	12	4.4	-12	4.0
